Source: PubChem (National Center for Advancing Translational Sciences (NCATS))
GALK inhibitor – blocks human galactokinase activity. Purified GALK, Kinase-Glo residual ATP luminescence. Potency, µM (doses to about 57.5 µM), without a hit: top-dose activity change, negative = inhibition, most hits filed as inhibitors. hit rate 0.007% among 270,000; also: potency is read from the fitted curve at half-maximal effect; % is scaled to controls: 0 for no effect and ±100 for the full control effect
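GALK at 5 nM final was combined with compound, 35 uM ATP and 100 uM galactose in HEPES pH8.0 with MgCl2 and DTT. The reaction ran one hour at room temperature before luminescent ATP detection.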
Menin MLL FP TR – menin-MLL binding inhibition, Texas Red mutant peptide; O00255; Menin + Texas Red MLL mutant peptide, fluorescence polarization; Potency, µM (top dose mostly 61.6 µM), without a hit: at the top dose FP activity change, negative = inhibition, usual class: inhibitors; hit rate 0.23% among 270,000; active = well fitted inhibition curve with a large enough effect in the polarisation, with a control signal flat, not every such curve was filed as active; inconclusive = small, poorly fitted or top-dose-only effect, or effect the other way, or a change in a side signal; inactive = no such curve, though single readings can be large or run the other way; the % refers to the polarisation; also: potency is read from the fitted curve at half-maximal effect; % of control where 0% means no effect; many of its hits are not listed in these tables
USP2a block – inhibitors of human ubiquitin-specific protease USP2a. O75604. USP2 core, Ub-CHOP2 coupled fluorogenic reporter, 485/531. Potency, µM (top dose mostly 38.3 µM), inactives show top-dose activity change, negative = inhibition, actives largely listed as inhibitors. hit rate 0.01% among 330,000;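 also: potency is read from the fitted curve at half-maximal effect; plate controls were DMSO wells for no effect and full inhibition by NEM control for full effect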
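USP2 core (10nM final) preincubated 30min RT with compound in 20mM Tris-HCl pH 8.0, 2mM CaCl2, 2mM beta-mercaptoethanol, 0.05% CHAPS; 25nM Ub-CHOP2 plus 25nM reporter substrate added, fluorescence (Ex485/Em531) read after 60min.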
TRPV1 ag – agonists of human vanilloid receptor 1 (TRPV1) | Q8NER1 | TRPV1-expressing cells, Fluo-8 calcium influx, agonist mode | activation, % at 8.33 µM | hit rate 0.19% among 320,000 | AID 540275; in the data active = activation above about 80%; inconclusive = between about 30% and that limit; also: 0% is about no effect
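TRPV1-expressing cells were cultured overnight at 35.5C and loaded with Fluo-8 calcium dye for 40 to 90 min at room temperature. After a 10 s baseline, compound was added and calcium influx was read kinetically for 3 min (ex 480/em 520 nm).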
PKM2 act – PKM2 (human) enzyme activation; P14618; purified PKM2, Kinase-Glo ATP luminescence, activation; response scale: 0% is enzyme alone, no compound; Potency, µM (titrated, usually from 57.5 µM), inactives show at the highest dose activation, most hits filed as activators; hit rate 0.34% among 260,000; AID 1631; also: potency is read from the fitted curve at half-maximal effect; % is scaled to controls: 0 for no effect and ±100 for the full control effect; nearly all actives have a fitted effect of over 55% in size
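Purified hPK-M2 (>95%) run at intermediate activity with 0.1 mM ADP and 0.5 mM PEP in 50 mM imidazole pH 7.2, KCl, MgCl2; 1 h room temperature. ATP formed read by Kinase-Glo luminescence; normalized to uninhibited and no-enzyme controls.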
Coupling enz – counter-screen for Giardia aldolase inhibitors: coupling enzyme system; hit rate 0.67% among 290,000; activity change, negative = inhibition, % at 58.2 µM, hits read low; coupling enzyme system counterscreen, AmpLite Red fluorescence; in the data active = activity change below about -30%; also: % is scaled to controls: 0 for no effect and ±100 for the full control effect
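Compounds tested against the coupling enzymes alone at 57.5 uM final; readout was AmpLite Red fluorescence (525/598 nm) after 20 min at RT.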
Giardia kill – kills Giardia lamblia; Giardia lamblia trophozoite viability; activity change, % at 7.66 µM, hits read low; hit rate 0.15% among 340,000; in the data active = activity change below about -80%; inconclusive = between about -30% and that limit;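 also: parasites exposed to compound for two days anaerobically before the ATP read; % is scaled to controls: 0 for no effect and ±100 for the full control effect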
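Luminescence from cellular ATP indicates surviving trophozoites (100 cells/well) following 48 hrs anaerobic compound treatment at 37 deg C; signal develops 15-30 min at room temperature.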
hERG WT inh – blocks the wildtype human KCNH2 potassium channel | Q12809 | hit rate 0.37% among 340,000 | activity change, % at 1.84 µM | AID 720551 | U2OS, BacMam KCNH2, thallium flux FluxOr; hits give low values;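 active = maximum activity change below -70%; inconclusive = maximum activity change between -70% and -50%; inactive = maximum activity change above -50%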; also: % is scaled to controls: 0 for no effect and ±100 for the full control effect
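U2OS cells transduced with wild-type KCNH2 virus are loaded with FluxOr dye for 45 min, and thallium flux is measured in kinetic reads before and after stimulation buffer. Rate constants are normalized to DMSO controls.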
MLL CXXC-DNA inh – inhibitors of human MLL CXXC domain-DNA interaction; Q03164; MLL-CXXC / FITC-HOXA9 DNA fluorescence polarization; Potency, µM (series often up to 115 µM), without a hit: top-dose activity change, negative = inhibition, hits mostly inhibitors; hit rate 0.037% among 290,000; AID 2662; active = well fitted inhibition curve with a large enough effect in the polarisation, with a control signal flat, not every such curve was filed as active; inconclusive = small, poorly fitted or top-dose-only effect, or effect the other way, or a change in a side signal; inactive = no such curve, though single readings can be large or run the other way; the % refers to the polarisation; also: potency is read from the fitted curve at half-maximal effect
Target sequence (Q03164 whole entry, looked up, the tested form may be a part): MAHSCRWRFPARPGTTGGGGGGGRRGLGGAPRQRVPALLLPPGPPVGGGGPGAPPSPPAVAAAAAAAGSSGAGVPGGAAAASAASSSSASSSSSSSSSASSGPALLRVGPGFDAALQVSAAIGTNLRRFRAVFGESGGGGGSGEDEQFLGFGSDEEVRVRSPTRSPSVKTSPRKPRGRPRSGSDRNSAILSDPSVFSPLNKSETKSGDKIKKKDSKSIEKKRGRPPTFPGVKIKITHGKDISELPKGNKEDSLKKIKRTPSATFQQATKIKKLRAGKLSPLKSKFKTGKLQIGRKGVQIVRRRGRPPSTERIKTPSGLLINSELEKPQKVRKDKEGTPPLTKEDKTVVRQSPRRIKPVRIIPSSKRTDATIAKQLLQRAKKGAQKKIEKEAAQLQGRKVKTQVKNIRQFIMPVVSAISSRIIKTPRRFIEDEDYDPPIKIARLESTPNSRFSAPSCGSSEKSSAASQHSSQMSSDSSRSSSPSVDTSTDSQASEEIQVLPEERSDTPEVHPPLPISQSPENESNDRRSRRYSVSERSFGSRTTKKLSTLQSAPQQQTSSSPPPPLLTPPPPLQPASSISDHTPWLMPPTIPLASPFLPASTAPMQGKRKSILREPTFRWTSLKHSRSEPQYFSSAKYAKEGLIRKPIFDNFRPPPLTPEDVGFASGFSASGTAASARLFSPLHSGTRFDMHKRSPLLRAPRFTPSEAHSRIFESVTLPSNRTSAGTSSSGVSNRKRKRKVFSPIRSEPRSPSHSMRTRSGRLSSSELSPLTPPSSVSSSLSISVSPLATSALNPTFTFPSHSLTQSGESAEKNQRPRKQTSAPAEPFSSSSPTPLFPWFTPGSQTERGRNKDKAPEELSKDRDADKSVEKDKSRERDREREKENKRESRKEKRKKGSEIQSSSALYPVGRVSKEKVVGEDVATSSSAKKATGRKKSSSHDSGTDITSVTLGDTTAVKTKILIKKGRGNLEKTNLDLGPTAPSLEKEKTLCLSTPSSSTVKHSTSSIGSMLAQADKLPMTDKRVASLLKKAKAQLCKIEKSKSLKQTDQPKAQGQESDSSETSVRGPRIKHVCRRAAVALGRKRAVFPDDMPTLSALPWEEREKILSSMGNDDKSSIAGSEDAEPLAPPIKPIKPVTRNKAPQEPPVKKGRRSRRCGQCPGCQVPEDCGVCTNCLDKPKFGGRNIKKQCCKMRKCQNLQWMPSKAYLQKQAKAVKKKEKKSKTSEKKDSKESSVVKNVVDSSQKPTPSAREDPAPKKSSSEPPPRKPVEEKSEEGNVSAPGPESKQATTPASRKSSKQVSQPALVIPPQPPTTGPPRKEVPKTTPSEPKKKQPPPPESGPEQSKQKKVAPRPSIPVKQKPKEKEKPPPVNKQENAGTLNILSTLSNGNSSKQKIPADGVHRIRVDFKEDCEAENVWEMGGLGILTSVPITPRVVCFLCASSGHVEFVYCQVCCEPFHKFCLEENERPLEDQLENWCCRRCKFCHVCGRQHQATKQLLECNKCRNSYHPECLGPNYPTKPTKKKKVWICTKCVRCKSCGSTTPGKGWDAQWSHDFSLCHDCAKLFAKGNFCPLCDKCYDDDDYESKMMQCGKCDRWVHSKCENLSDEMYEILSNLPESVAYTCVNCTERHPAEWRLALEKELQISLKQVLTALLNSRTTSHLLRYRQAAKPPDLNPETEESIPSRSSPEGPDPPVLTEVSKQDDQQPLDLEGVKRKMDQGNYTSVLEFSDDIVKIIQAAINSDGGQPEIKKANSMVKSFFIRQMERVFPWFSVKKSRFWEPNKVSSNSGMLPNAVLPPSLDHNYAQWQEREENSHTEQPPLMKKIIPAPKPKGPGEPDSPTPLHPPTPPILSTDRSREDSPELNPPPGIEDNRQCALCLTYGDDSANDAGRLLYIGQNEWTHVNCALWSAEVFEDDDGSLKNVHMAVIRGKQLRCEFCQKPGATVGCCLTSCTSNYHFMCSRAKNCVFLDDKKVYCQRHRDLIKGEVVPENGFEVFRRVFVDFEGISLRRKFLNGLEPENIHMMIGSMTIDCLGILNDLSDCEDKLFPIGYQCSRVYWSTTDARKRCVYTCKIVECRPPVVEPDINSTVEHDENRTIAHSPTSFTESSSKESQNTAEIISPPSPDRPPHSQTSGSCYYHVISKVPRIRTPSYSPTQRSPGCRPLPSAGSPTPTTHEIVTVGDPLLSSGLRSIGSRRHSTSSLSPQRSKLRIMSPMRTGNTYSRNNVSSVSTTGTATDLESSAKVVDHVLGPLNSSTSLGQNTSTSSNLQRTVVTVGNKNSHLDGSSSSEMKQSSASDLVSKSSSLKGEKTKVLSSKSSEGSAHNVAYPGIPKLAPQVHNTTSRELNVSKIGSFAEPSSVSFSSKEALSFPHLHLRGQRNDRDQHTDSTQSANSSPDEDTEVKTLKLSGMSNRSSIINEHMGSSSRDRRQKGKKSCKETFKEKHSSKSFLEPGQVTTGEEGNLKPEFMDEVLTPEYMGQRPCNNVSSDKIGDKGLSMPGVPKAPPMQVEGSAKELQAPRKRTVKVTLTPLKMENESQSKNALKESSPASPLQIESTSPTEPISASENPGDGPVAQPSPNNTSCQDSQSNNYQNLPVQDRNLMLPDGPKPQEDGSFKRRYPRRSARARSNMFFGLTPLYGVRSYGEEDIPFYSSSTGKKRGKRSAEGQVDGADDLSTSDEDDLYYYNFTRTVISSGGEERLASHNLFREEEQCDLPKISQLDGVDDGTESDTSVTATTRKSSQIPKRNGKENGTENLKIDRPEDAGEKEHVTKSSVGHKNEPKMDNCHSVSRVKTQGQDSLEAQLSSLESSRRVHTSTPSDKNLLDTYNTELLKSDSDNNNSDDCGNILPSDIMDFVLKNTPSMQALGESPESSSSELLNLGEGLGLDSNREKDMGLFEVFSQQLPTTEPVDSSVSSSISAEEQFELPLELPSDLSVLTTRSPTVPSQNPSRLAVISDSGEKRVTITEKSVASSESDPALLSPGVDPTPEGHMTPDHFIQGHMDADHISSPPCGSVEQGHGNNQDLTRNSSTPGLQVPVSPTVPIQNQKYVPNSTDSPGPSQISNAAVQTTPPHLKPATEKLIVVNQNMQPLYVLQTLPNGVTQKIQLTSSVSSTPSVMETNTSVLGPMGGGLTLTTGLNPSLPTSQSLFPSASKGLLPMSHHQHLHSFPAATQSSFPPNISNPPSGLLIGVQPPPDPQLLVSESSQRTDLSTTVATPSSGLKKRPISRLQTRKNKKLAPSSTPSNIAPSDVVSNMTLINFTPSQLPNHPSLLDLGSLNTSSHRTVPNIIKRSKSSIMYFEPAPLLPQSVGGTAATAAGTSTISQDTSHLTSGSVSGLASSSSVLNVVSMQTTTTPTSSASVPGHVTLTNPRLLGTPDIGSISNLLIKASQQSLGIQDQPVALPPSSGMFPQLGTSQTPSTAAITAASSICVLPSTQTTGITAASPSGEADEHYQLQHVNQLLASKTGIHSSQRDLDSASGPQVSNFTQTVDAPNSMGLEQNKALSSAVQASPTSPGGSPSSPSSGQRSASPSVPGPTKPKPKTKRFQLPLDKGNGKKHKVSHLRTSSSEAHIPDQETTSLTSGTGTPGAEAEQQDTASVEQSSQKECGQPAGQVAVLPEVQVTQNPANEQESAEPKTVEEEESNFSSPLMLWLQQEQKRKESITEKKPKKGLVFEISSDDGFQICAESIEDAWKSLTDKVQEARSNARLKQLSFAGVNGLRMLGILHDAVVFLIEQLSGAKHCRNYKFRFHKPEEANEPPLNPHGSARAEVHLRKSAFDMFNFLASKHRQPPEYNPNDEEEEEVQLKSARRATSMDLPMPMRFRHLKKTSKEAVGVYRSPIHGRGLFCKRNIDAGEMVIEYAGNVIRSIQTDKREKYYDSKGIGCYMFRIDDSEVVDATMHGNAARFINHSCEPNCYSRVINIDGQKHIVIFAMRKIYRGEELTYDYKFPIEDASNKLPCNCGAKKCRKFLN
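Steps: dispense CXXC domain solution (7 uM) → pin compounds or unlabeled HOX-A9 DNA control → 5 min ambient → add FLSN-HOX-A9 solution (50 nM) → spin → 30 min ambient → fluorescence polarization. Tris pH 7.5/NaCl/DTT/BSA buffer.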
B2AR arrestin – beta2AR (human) beta-arrestin recruitment activity. beta-arrestin recruitment to beta2AR, cell-based reporter. Potency, µM (top dose mostly 46.1 µM), for inactives: top-dose activation, usual class: activators. hit rate 0.02% among 330,000. AID 492947;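 also: potency is read from the fitted curve at half-maximal effect; 0% = DMSO controls and full agonism = EC100 isoproterenol or metaproterenol; nearly all actives have a fitted effect of over 65% in size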
KCNH2 3.1 block – KCNH2 3.1 (human) potassium channel inhibition; hit rate 0.95% among 340,000; U2OS KCNH2 3.1, thallium flux FluxOr; hits give low values; activity change, % (tested at about 1.8 µM); AID 720553;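 active = maximum activity change below -70%; inconclusive = maximum activity change from -70% to -50%; inactive = maximum activity change above -50%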;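 also: thallium influx rate constant from kinetic fluorescence after stimulation buffer; % is scaled to controls: 0 for no effect and ±100 for the full control effect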
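Thallium flux via FluxOr fluorescence (Red40 quencher, 45 min loading) in U2OS cells virally expressing the KCNH2 3.1 isoform (1.77 x 10^8 /mL virus, overnight at 37 C). Rate constants from 2-min kinetic reads post-stimulation, normalised to positive and negative controls.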
* hit, by the source's call; ? = inconclusive; . = no result given; & = joins results of further samples; [ ] = another dose, or the depositor's remark. Unless noted, calls follow the shape of the dose curve; as a rule, active = well fitted curve in the direction sought with a large enough effect; inconclusive = small, poorly fitted or top-dose-only effect, or another doubt; inactive = no such curve, though single readings can be large; an effect the other way counts as inactive or inconclusive.

SMILES | GALK inhibitor | Menin MLL FP TR | USP2a block | TRPV1 ag | PKM2 act | Coupling enz | Giardia kill | hERG WT inh | MLL CXXC-DNA inh | B2AR arrestin | KCNH2 3.1 block
O=C(CN1CCN(Cc2ccccc2)CC1)Nc1ccc(Cl)cn1 | 0.3% | 2.5% | 1.4% | -4.5 | 7.2% | -0.5 | -11.1 | -13.6 | -2.6% | -0.2% | ?
O=C(NC(=S)Nc1ccc(S(=O)(=O)Nc2nccs2)cc1)c1ccc(F)cc1 | . | 3.5% | 0.3% | 1.5 | 3.3% | 6.7 | ? | -1.9 | 3.2% | -0.8% | -19.0
C=CCC[C@H](Cc1ccc(F)cc1)C(=O)OC[C@@H](Cc1c[nH]c2ccccc12)NC(=O)[C@@H](CC=C)CC(=O)NCCO | . | . | -8.8% | . | . | . | -23.0 | -1.5 | . | 2.6% | -14.3
CCOc1ccccc1NC(=O)c1cc(SC)ccc1Cl | 0.0% | 12.2% | 2.8% | 19.1 | -3.5% | -0.8 | -9.3 | -11.9 | 9.7% | 0.0% | -17.8
CNC(=O)c1ccc(Nc2nnc(-c3ccc(O)cc3)c3ccccc23)cc1 | 0.3% | 9.5% | -0.5% | -8.9 | -0.2% | 2.8 | 7.5 | -3.7 | -4.0% | 0.1% | 4.9
COCCn1c(SCC(=O)N2CCOCC2)nc2c(c1=O)SCC2 | 0.1% | . | 2.2% | -1.2 | . | . | 9.5 | -6.6 | 42.5%[activator] | -0.1% | -1.8
CCCCc1ccc(NC(=S)NCCN2CCOCC2)cc1 | 5.7% | 2.7% | 3.6% | 22.6 | -0.7% | -0.8 | 5.6 | 11.8 | 9.5% | -0.3% | -8.0
C/C(N)=C(/C#N)C(=O)COC(=O)c1cc(-c2ccc(Br)cc2)nc2ccccc12 | 0.3% | 8.3% | -7.1% | ? | -3.9% | 1.8 | 2.0&9.9 | -0.5&-2.5 | 5.3% | 0.6% | -1.0&-5.8
O=C(NCCN1CCN(c2ccccc2F)CC1)C1CC(=O)N(C2CCCC2)C1 (stereo unspecified) | -3.1% | . | 1.9% | . | -1.6% | -4.2 | 6.8 | -1.7 | -6.3% | -0.4% | -23.7
O=c1[nH]c2ccccc2c(O)c1-[n+]1ccccc1 | 11.1% | . | -1.6% | 1.4 | -0.5% | 0.0 | -26.4 | 4.2 | 5.6% | -0.2% | -2.9
CC1(c2ccccc2)CC(C)(C)N(C(=O)C2CCCO2)c2ccccc21 (stereo unspecified) | -0.1% | -7.4% | -8.7% | -1.2 | -2.1% | 1.0 | 1.0 | -0.2 | -8.5% | 0.0% | 4.1
CCC(C)(C)n1nnnc1C(c1ccc(OC)c(OC)c1)N1CCN(c2ccccc2)CC1 (stereo unspecified) | 1.4% | -13.3% | -0.5% | 16.4 | -13.7% | 3.4 | -1.1 | 1.5 | 2.1% | -0.7% | -1.3
COCCN(Cc1cc2ccc(C)c(C)c2nc1Cl)C(=O)N1CCOCC1 | -0.8% | ? | 1.9% | 8.2 | 0.8% | 1.1 | -8.8 | 2.8 | 6.6% | 0.0% | 1.4
Nc1nc(SCC(=O)N2CCCCC2)[nH]c(=O)c1NC(=O)c1cccs1 | 3.2% | . | 1.2% | 1.9 | -4.7% | 0.0 | 8.1 | 1.0 | -20.2% | -0.5% | -16.1
FC(F)Oc1ccc(NC(=S)NN2CCOCC2)cc1 | -2.4% | 9.3% | 2.0% | -0.3 | 2.6% | 2.0 | -0.3 | 8.6 | 9.5% | 0.1% | 3.5

Quoted at random: two records from the list, in no set order.
SMILES | GALK inhibitor | Menin MLL FP TR | USP2a block | TRPV1 ag | PKM2 act | Coupling enz | Giardia kill | hERG WT inh | MLL CXXC-DNA inh | B2AR arrestin | KCNH2 3.1 block
C=CCC[C@H](Cc1ccc(F)cc1)C(=O)OC[C@@H](Cc1c[nH]c2ccccc12)NC(=O)[C@@H](CC=C)CC(=O)NCCO | . | . | -8.8% | . | . | . | -23.0 | -1.5 | . | 2.6% | -14.3
O=C(CN1CCN(Cc2ccccc2)CC1)Nc1ccc(Cl)cn1 | 0.3% | 2.5% | 1.4% | -4.5 | 7.2% | -0.5 | -11.1 | -13.6 | -2.6% | -0.2% | ?

Further compounds follow.
SMILES | GALK inhibitor | Menin MLL FP TR | USP2a block | TRPV1 ag | PKM2 act | Coupling enz | Giardia kill | hERG WT inh | MLL CXXC-DNA inh | B2AR arrestin | KCNH2 3.1 block
CCC(=O)Nc1cc(C(=O)O)ccc1S(=O)(=O)c1ccc(C)cc1 | . | 6.4% | -0.2% | 0.3 | -8.4% | 3.9 | -3.5 | 1.8 | -8.0% | -0.2% | -13.9
O=C(CCn1c(=O)oc2ccccc21)Nc1ccc(C(=O)O)cc1 | 0.6% | -4.4% | 0.3% | -1.1 | -0.4% | -0.1 | 2.6 | 9.6 | 8.3% | 0.0% | -0.5
Cc1c(Cl)c(C(=O)N2CCCCCC2)nn1C | 4.6% | . | 3.1% | 0.1 | -1.5% | . | 11.3 | 2.2 | -8.9% | -0.6% | -8.6
Cc1ccc2sc(C)[n+](CCO)c2c1 | -0.5% | -17.9% | 1.2% | -2.5 | -11.7% | 3.4 | -22.9 | -8.6 | 1.8% | 0.0% | 4.6
Cc1c(C(=O)N2CCN(C)CC2)oc2ccc(Br)cc12 | 1.7% | -2.0% | 2.2% | 6.0 | -1.1% | -0.2 | -20.3 | 9.6 | -1.8% | 5.5% | -2.3
Cc1c(NC(=S)NC(=O)c2ccccc2Cl)c(=O)n(-c2ccccc2)n1C | 3.2% | 8.0% | 0.5% | 1.3 | 0.8% | -0.1 | 11.1 | -2.4 | -0.5% | 0.1% | 10.6
Cc1ccc(O)c(C=Nc2ccc3[nH]ncc3c2)c1 | . | 0.9% | 2.2% | -4.0 | -9.6% | -11.5 | -14.6 | -10.5 | 1.0% | -0.3% | 0.9
Cc1cc(N2CCN(C)CC2)nc2ccc(NC(=O)CCC(=O)NCCC(C)C)cc12 | -1.1% | ? | 0.5% | 2.7 | -0.1% | -0.3 | -16.7 | 1.0 | 7.4% | -0.9% | 19.4
Cc1cccc(NC(=O)Cn2cc(C(=O)C3CC3)c3ccccc32)c1 | -1.3% | ? | 3.9% | -0.1 | 2.4% | -0.2 | -1.2 | 4.1 | -3.4% | -0.1% | -6.6
O=C1NC2=C(CCc3ccccc32)C(c2ccc(Br)cc2)N1 (stereo unspecified) | -0.4% | -14.8% | -0.8% | -9.2 | -0.1% | -16.2 | 6.4 | -1.7 | 26.8% | -0.3% | -14.1
Cc1ccc(NC(=O)C(C)Oc2ccccc2)cc1S(=O)(=O)N1CCCCCC1 (stereo unspecified) | . | . | -3.2% | ? | . | . | -6.1 | 24.4 | . | -0.6% | -17.8
C/C(=C\c1ccc(F)cc1)C(=O)c1c(C)cc(C)[nH]c1=O | 7.1% | ? | 0.8% | -1.3 | . | 2.5 | 6.5 | 18.2 | -15.3% | -0.7% | 13.2
Cc1cc(Oc2ccc(N)cn2)ccc1Cl | 0.3% | . | 5.2% | 4.7 | -0.6% | -0.7 | 3.7 | -5.5 | -4.7% | -1.0% | -6.1
Cc1ccc(-c2noc(CCC(N)=O)n2)cc1 | 1.3% | -8.7% | 3.1% | -2.6 | 5.1% | -1.0 | 4.4 | 26.9 | 6.0% | 0.0% | 21.0
Cc1onc(-c2ccccc2)c1C(=O)Nc1nnc(C(C)(C)C)s1 | -2.9% | -13.3% | -4.4% | 3.8 | -7.3% | 4.0 | 22.1 | -2.6 | 19.2% | 0.3% | 7.8
O=C(Nc1nccs1)c1cc(S(=O)(=O)N2CCOCC2)ccc1Cl | -3.0% | -16.4% | -4.9% | 15.1 | -4.5% | -3.4 | -10.0 | 1.0 | 2.6% | 0.1% | -3.8
CC1CCN(c2ccc(S(=O)(=O)Nc3cc(C(=O)O)cc(C(=O)O)c3)cc2[N+](=O)[O-])CC1 | 3.2% | 6.9% | -0.7% | ? | -8.0% | 0.2 | -18.4 | -5.0 | -0.4% | -1.2% | 6.3

Some of the entries so far, tab-delimited:
SMILES	GALK inhibitor	Menin MLL FP TR	USP2a block	TRPV1 ag	PKM2 act	Coupling enz	Giardia kill	hERG WT inh	MLL CXXC-DNA inh	B2AR arrestin	KCNH2 3.1 block
C/C(N)=C(/C#N)C(=O)COC(=O)c1cc(-c2ccc(Br)cc2)nc2ccccc12	0.3%	8.3%	-7.1%	?	-3.9%	1.8	2.0&9.9	-0.5&-2.5	5.3%	0.6%	-1.0&-5.8
CC1(c2ccccc2)CC(C)(C)N(C(=O)C2CCCO2)c2ccccc21 (stereo unspecified)	-0.1%	-7.4%	-8.7%	-1.2	-2.1%	1.0	1.0	-0.2	-8.5%	0.0%	4.1

An excerpt, so the mix of outcomes need not match the whole.
